TAAR1 agonist – human TAAR1 agonism; activation, % at 3 µM; hit rate 0.99% among 360,000; CHO RD-HGA16 TAAR1, Fluo-8 calcium fluorescence; vehicle wells 0%, saturating PEA agonist 100%; AID 624467;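 active = activation above the mean activation of all test compounds in the run plus 3 SD, cut at about 38% in these data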
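Assay system: CHO-derived RD-HGA16 cells with stable Gα16 and human TAAR1; timing: 17-24 h seeding, 75 min 37 °C dye, 30 min RT; read-out: % activation from peak over basal fluorescence ratio, DMSO-to-PEA scaled; measured by: kinetic Fluo-8 calcium fluorescence; benchmarks: low control DMSO, high control PEA (EC100); doses: 3 µM single concentration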
TAAR1 antag – human TAAR1 antagonism. Q96RJ0. hit rate 1.5% among 360,000. CHO RD-HGA16 TAAR1, Fluo-8 calcium fluorescence, antagonist. inhibition, % at 3 µM;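 active = inhibition above a per-plate cutoff, the mean inhibition of test compounds on that plate plus 3 SD, cut at about 49% in these data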;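 note: 0% = DMSO plus EC80 beta-PEA response and 100% = DMSO alone without agonist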
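Material: CHO RD-HGA16 cells bearing hTAAR1; compound dosing: one-point dosing, 3 µM nominal final; schedule: dye loading 75 min at 37 °C, then 30 min room temperature; measured by: calcium fluorescence with Fluo-8; control set: vehicle and agonist controls; replication: n of 1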
CRFR2-BP antag – blocks CRF-induced signaling of the CRF-BP/CRF-R2 complex; HEK293 CRF-R2/CRF-BP, CRF-induced calcium fluorescence; hit rate 0.59% among 350,000; AID 588475; inhibition, % at 11.8 µM;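 active = inhibition of the ligand-induced calcium signal above about 50% at the single tested concentration, limit read from the data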
M4 PAM – CHRM4 positive allosteric modulation; P08173; CHO-K1 hM4/Gqi5, Fluo-8 calcium fluorescence, ACh EC20; 0% = ACh EC20, 100% = maximal ACh; activation, % at 3 µM; hit rate 0.4% among 360,000; AID 624126;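 active = activation above its plate's cutoff, the mean activation of sample wells plus 3 SD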; note: some results filed as inactive read as strong as hits
Target sequence (P08173 whole entry, looked up): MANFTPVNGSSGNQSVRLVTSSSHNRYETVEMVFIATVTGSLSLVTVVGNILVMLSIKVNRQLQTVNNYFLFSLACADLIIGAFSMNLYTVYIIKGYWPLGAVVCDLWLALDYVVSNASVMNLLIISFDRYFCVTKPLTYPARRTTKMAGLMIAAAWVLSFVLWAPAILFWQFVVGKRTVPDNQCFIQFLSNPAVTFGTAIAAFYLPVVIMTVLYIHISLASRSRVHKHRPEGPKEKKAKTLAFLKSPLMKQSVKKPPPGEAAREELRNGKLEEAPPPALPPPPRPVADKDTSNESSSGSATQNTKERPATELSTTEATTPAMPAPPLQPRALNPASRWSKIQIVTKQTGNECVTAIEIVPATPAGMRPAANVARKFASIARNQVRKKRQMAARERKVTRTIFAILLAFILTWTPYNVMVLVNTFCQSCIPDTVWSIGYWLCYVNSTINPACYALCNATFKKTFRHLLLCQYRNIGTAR
CRFBP-R2 agonist – CRF-BP/CRF-R2 complex agonism. HEK293 CRF-R2/CRF-BP, calcium dye fluorescence (FLIPR); percent of saturating CRF peptide response. activation, % at 13.2 µM. hit rate 0.46% among 350,000. AID 588473;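 active = activation of at least 50%, plus an integration ratio under a set limit after plate pattern correction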;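 note: plate controls were neutral control wells without compound for no effect and CRF at EC100 for full effect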
CHRM5 antagonist – CHRM5 antagonism in calcium assay. P08912. CHO-hM5 cells, Fluo-8 calcium fluorescence, ACh EC80. inhibition, % at 3 µM. hit rate 0.59% among 360,000. AID 624040;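 active = inhibition above a per-plate cutoff, the mean of that plate's test compounds plus 3 SD, cut at about 27% in these data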;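 note: 0% = acetylcholine EC80 with DMSO and 100% = DMSO without agonist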
Target sequence (P08912 whole entry, looked up): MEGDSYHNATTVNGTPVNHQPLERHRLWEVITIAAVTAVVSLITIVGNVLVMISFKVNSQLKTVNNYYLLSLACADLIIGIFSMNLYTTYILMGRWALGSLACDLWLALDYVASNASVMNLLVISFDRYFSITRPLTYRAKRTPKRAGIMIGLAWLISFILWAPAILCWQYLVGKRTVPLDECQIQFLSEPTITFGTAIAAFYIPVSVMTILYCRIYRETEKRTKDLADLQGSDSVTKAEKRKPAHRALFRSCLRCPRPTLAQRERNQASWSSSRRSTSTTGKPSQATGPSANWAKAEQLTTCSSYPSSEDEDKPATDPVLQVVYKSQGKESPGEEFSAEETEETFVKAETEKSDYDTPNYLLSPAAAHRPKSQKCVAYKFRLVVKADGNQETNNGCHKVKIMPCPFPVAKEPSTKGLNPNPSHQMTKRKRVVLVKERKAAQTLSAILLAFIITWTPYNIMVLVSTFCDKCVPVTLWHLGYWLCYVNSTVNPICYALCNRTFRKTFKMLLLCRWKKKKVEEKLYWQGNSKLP
M1 PAM parental – M1 PAM counterscreen hit in parental CHO-K1 cells. ATP EC20, Fluo-8 calcium fluorescence; 0% at ATP EC20, 100% at ATP max. AID 602247. activation, % at 3 µM. hit rate 0.02% among 360,000;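 active = activation above the run cutoff, the mean activation of all test compounds plus 3 SD, cut at about 40% in these data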;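 note: peak over basal fluorescence ratio in a 140 s read after ATP addition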
CHRM5 agonist – CHRM5 agonism in calcium assay | P08912 | CHO-K1 hM5 cells, Fluo-8 calcium fluorescence; 0% DMSO wells, 100% maximal acetylcholine response | activation, % at 3 µM | hit rate 0.19% among 360,000 | AID 624037;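 active = activation above the run's mean over test compounds plus 3 SD, cut at about 23% in these data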;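 note: signal is peak over basal fluorescence ratio across the kinetic read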
M5 PAM – CHRM5 positive allosteric modulation; activation, % at 3 µM; hit rate 0.3% among 360,000; CHO-K1 hM5, Fluo-8 calcium, ACh EC20 PAM; 0% = ACh EC20, 100% = ACh EC100; AID 624038; P08912;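 active = activation above the run cutoff, the mean activation of all test compounds plus 3 SD, cut at about 18% in these data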
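Test system: CHO-K1 hM5 cells / Doses: single-point, 3 µM nominal / Times: Post-acetylcholine fluorescence recording 140 s / Technique: Fluo-8 calcium fluorescence / Measure: Max/basal fluorescence ratio as % of EC20–EC100 ACh window / Benchmarks: low control EC20 acetylcholine (0%), high control EC100 acetylcholine (100%) / Replicates: one well per compound, no replicates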
Active calls of the source: *; . = not tested or not shown. Outcome played no part in choosing rows; any-hit rate near 4.2%.

SMILES	TAAR1 agonist	TAAR1 antag	CRFR2-BP antag	M4 PAM	CRFBP-R2 agonist	CHRM5 antagonist	M1 PAM parental	CHRM5 agonist	M5 PAM
Cc1ccc(CN2C(=O)C(C)Oc3ccc(C)cc32)cc1 (stereo not drawn)	-2	-38	.	-2	.	10	-5	-3	-5
CC(=O)Nc1nc(-c2ccc(Cl)cc2)ns1	5	-9	-5	-4	1.1	4	7	3	-7
CCN1CCCC1CNC(=O)c1ccc2c(c1)NC(=O)/C(=C\c1ccccc1F)S2 (stereo not drawn)	7	3	-13	-4	0.2	8	11	-4	-6
COc1ccc(OC)c(Nc2cc(C)c3ccccc3n2)c1	-3	11	18	-8	-4.0	-5	9	-8	3
O=C(CSc1ccc(-c2ccccn2)nn1)NCc1ccccc1	0	10	1	-10	-1.2	11	7	-2	-4
Cc1nn(CC(=O)NCc2cccnc2)c(=O)c2ccccc12	4	4	-2	7	0.4	3	16	-1	-1
CC1CCN(CC(O)COC2CC(C)CC(C)(C)C2)CC1 (stereo not drawn)	2	-14	-15	-10	1.9	-7	17	-17	6
CCCN(C(=O)C1CSC2(C)CCC(=O)N12)c1c(N)n(Cc2ccccc2)c(=O)[nH]c1=O (stereo not drawn)	0	-14	-5	9	1.7	-1	-21	1	-1
N=c1c2c(ncn1Cc1ccco1)Oc1c(ccc3ccccc13)C2c1ccccc1 (stereo not drawn)	0	58*	-20	-13	1.7	-7	38	-7	-5
O=C(O)c1cc(NC(=O)c2ccc3c(c2)C(=O)N(Cc2cccnc2)C3=O)cc(C(=O)O)c1	0	-25	6	4	-0.8	4	9	-2	-4
CCCNC(=O)C1(C)CCN(Cc2ccc(Cl)c(Cl)c2)C1 (stereo not drawn)	2	-8	.	-2	.	3	10	-3	0
CCOC(=O)Cc1csc(SCC(=O)c2c(N)n(CC(C)C)c(=O)n(C)c2=O)n1	17	25	-11	6	-1.2	18	11	8	-1
COc1ccc(-c2nc(C#N)c(NCCc3ccccc3)o2)cc1OC	0	33	10	5	-2.0	-1	15	-5	-5
N/N=c1\sc2ccccc2n1-c1ccccc1	8	-13	10	-3	0.8	-1	8	-4	2
COc1ccc(CCNC(=O)c2cccc(C(=O)NCCc3ccc(OC)cc3)n2)cc1	7	54*	27	-10	-0.8	12	-6	-4	-12
CC(=O)N1N=C(c2ccc(Cl)cc2)OC12CCCC2	12	-5	-26	-5	-3.6	12	20	0	-3
COc1ccc(CCNC(=O)Cn2nnc3ccccc3c2=O)cc1	2	-14	10	13	1.6	-1	11	1	4
COc1ccc(NC(=O)C2CC(=O)N(c3ccc(C)cc3)C2)cc1S(=O)(=O)N1CCCCC1 (stereo not drawn)	0	-12	-2	4	1.7	4	-5	-2	-2
Cc1nc(SCC(=O)Nc2c(C)n(C)n(-c3ccccc3)c2=O)n[nH]1	2	12	8	-1	-0.6	10	11	-5	2
CCCCN1Cc2c(nc3cc(-c4ccco4)[nH]n3c2=O)C1=O	0	-14	6	0	-1.0	9	5	2	-4
CCOc1ccccc1/C=N/n1c(COc2ccccc2)n[nH]c1=S	-3	-25	24	0	-1.5	7	-5	-3	3
Cc1oc2c(C)c(O)ccc2c(=O)c1-c1cnn(-c2ccccc2)c1	4	-3	10	15	0.1	4	-4	3	-6
Cc1ccc(C2/C=C\CC(NC(=O)OCC3c4ccccc4-c4ccccc43)CC(=O)N2Cc2ccccc2)cc1 (stereo not drawn)	0	-7	-3	1	4.9	-1	10	0	0
CC(=O)c1cc(CN2CCC(n3nccc3NC(=O)c3ccccc3Cl)CC2)cs1	1	1	-3	4	0.0	3	-24	-3	-2
O=C(Nc1ccccc1Cl)/C(Cl)=C(\Cl)S(=O)c1ccccc1 (stereo not drawn)	13	13	-26	-5	2.9	20	21	8	8
Cc1cnc(NC(=O)CSc2c(Cl)cccc2Cl)s1	23	12	-39	0	0.8	1	6	-3	-4
COc1ccc(NC2CCCN(C(=O)CCc3cccc(F)c3)C2)cc1 (stereo not drawn)	-1	-13	-5	7	0.4	-7	-1	-2	-3
Cc1nn(C2CCS(=O)(=O)C2)c(Cl)c1/C=C/C(=O)OCC(=O)Nc1ccc2c(c1)OCO2 (stereo not drawn)	1	19	20	-5	-0.3	3	-4	-4	-12
O=C(CN1C(=O)C2C3C=CC(C3)C2C1=O)NCCc1ccccc1Cl (stereo not drawn)	2	10	0	-6	0.7	-1	1	-9	-2
CC(C)N=C1CC(C)(C)CC(=O)/C1=C(/O)CCCN1C(=O)c2ccccc2C1=O	2	11	3	2	-0.4	-1	-2	-2	-3

4 entries from above, with bars between the fields:
SMILES | TAAR1 agonist | TAAR1 antag | CRFR2-BP antag | M4 PAM | CRFBP-R2 agonist | CHRM5 antagonist | M1 PAM parental | CHRM5 agonist | M5 PAM
CC(=O)c1cc(CN2CCC(n3nccc3NC(=O)c3ccccc3Cl)CC2)cs1 | 1 | 1 | -3 | 4 | 0.0 | 3 | -24 | -3 | -2
Cc1oc2c(C)c(O)ccc2c(=O)c1-c1cnn(-c2ccccc2)c1 | 4 | -3 | 10 | 15 | 0.1 | 4 | -4 | 3 | -6
CCOc1ccccc1/C=N/n1c(COc2ccccc2)n[nH]c1=S | -3 | -25 | 24 | 0 | -1.5 | 7 | -5 | -3 | 3
COc1ccc(NC2CCCN(C(=O)CCc3cccc(F)c3)C2)cc1 (stereo not drawn) | -1 | -13 | -5 | 7 | 0.4 | -7 | -1 | -2 | -3

New compounds follow
SMILES	TAAR1 agonist	TAAR1 antag	CRFR2-BP antag	M4 PAM	CRFBP-R2 agonist	CHRM5 antagonist	M1 PAM parental	CHRM5 agonist	M5 PAM
Cc1nn(-c2ccccc2)c(C)c1/C=N\N1CCN(c2ccc(Cl)cc2)CC1	2	1	19	11	-0.8	-1	21	-1	-1
CCCCOc1cc(NCc2ccccc2)c2ncn(C(C)C)c2c1	66*	50*	-46	29*	0.9	8	0	13	13
CC1CCN(C(=O)Cc2nn(C)c(=O)c3ccccc23)CC1	6	-3	1	1	1.3	-5	13	-4	1
CC1(C(=O)NS(=O)(=O)c2ccc(F)cc2F)CCN1C(=O)c1ccc(C2CCCCC2)cc1 (stereo not drawn)	1	-29	.	9	.	-2	-7	-1	-3
COc1ccc(C(=O)NCCc2cc3c(OC)ccc(OC)c3[nH]c2=O)cc1OC	1	14	4	5	0.0	11	2	1	-6
C=CCOc1ccc(CNC(C)(C)C)cc1OC	1	4	9	-6	4.1	4	14	-2	0
Cc1ccc(C)c(NC(=S)NCC(c2cccnc2)N2CCOCC2)c1 (stereo not drawn)	2	-2	15	16	-0.2	2	10	0	-1
CCn1cc(C(=O)O)c(=O)c2cnc(N3CCN(C(=S)Nc4ccc(F)cc4)CC3)nc21	0	-6	-2	.	-1.8	.	.	.	.
O=C(COc1ccc(Cl)cc1)Nc1ncc([N+](=O)[O-])s1	3	-19	46	-6	49	31*	-4	4	-20
CC(C)(C)NC(=O)C1CCC(C)(C(=O)O)C1(C)C (stereo not drawn)	3	-6	-8	7	3.0	-2	13	1	0
CN(CC(=O)Nc1ccc(F)cc1)C(=O)c1ccc(-c2ccc(F)cc2)o1	2	-18	-30	-2	1.4	7	-14	-1	-8
COc1ccc(-c2nc(CCl)cs2)cc1OC	1	-20	27	13	-0.6	-5	6	4	14
Cc1cc(C)n2c(Nc3ccc4c(c3)OCCO4)c(-c3ccc(C)o3)nc2n1	-1	-31	15	3	-1.6	5	12	2	1
COc1ccc(S(=O)(=O)NC2CC(C)(C)NC(C)(C)C2)cc1C(C)C	4	-10	-5	-12	0.3	6	21	-4	-1
COc1ccc(-n2ncc3c(NCc4ccc5c(c4)OCO5)ncnc32)cc1	18	24	0	3	-0.1	6	16	3	2
CCC(C)(C)c1nnc(NC(=O)C2CCN(C(=O)c3ccco3)CC2)s1	13	-18	-21	5	1.5	1	2	1	4
COC(=O)[C@@H](NC(=O)/C=C/c1ccc(OC)cc1)C(C)C	5	7	10	5	0.7	7	14	-1	2
Nc1nonc1-n1nnc(C(=O)N/N=C/c2ccc(Cl)cc2Cl)c1CN1CCCCC1	0	-13	5	6	-0.3	-2	11	-4	6
COc1cccc(CNCc2ccccn2)c1OC	1	-17	-7	-2	2.2	2	6	-2	-1
O=C(NC1CCCc2ccccc21)C(Cc1ccccc1)NS(=O)(=O)c1cccs1 (stereo not drawn)	0	7	-15	1	-2.3	2	16	0	-1
CCOc1cc(C(=O)Nc2ccc(F)cc2)cc(Br)c1OC	1	10	-14	-5	3.4	12	-1	-3	-16
COc1ccccc1C1=NC(c2ccc(F)cc2)N=C1C (stereo not drawn)	5	-5	14	-2	-4.6	-2	14	-6	-2
Nc1c(C(=O)N2CCOCC2)sc2nc(N3CCOCC3)c3c(c12)CCCC3	3	-16	-7	-6	-3.4	-5	14	0	7
CCOc1c(C)cnc2c1c(=O)n(Cc1ccccc1F)c(=O)n2C	0	-12	5	4	-2.4	-1	10	0	1
COc1ccc(-c2cn[nH]c2N)cc1OC	13	5	13	12	-2.6	5	-5	2	6
CC1=NNC(=O)C1CC(=O)N/N=C/c1sccc1C (stereo not drawn)	2	-20	-3	-1	-0.5	11	5	-7	-4
CCc1nc2c(OCc3ccc(C(=O)OC)cc3)cccn2c1N(C)C(=O)c1ccc(C)cc1	1	6	.	-3	.	-1	2	-3	-2
CCN1CC(CN(C)Cc2cn(-c3ccc(C)cc3)nc2-c2cccc(C)c2)CC1=O (stereo not drawn)	11	-18	-9	-2	-0.1	-6	19	-4	-2
Cc1ccc(Cl)cc1NC(=O)COC(=O)CC1CCCCC1	6	16	5	6	-0.5	-3	-4	-5	-8
COc1ccc(C(=O)Nc2cccc(OC)c2)cc1	15	9	8	3	-0.4	1	5	3	1
CC1(C(=O)NS(=O)(=O)C2CC2)CCCN(C(=O)c2ccccc2C(F)(F)F)C1 (stereo not drawn)	0	-1	.	4	.	-6	9	1	-1
Cc1cc(-c2ccco2)n(CC(=O)O)n1	7	-16	28	-8	-2.7	-1	29	-1	0
CC(=O)c1cccc(NC(=O)c2cccc(S(=O)(=O)N3CCOCC3)c2)c1	1	-3	-2	-1	0.0	5	8	-1	-2
CC(=O)Nc1sc(N/N=C/c2ccccc2F)nc1-c1ccc(C)cc1	-2	31	-2	-6	-0.8	7	9	-3	-3
Cc1ccccc1CN1CCN(CC(=O)NCCCN2CCN(c3ccc(F)cc3)CC2)C1=O	0	-32	-12	-9	-3.2	-2	-6	0	-3
O=C1C(Cc2ccccc2)Nc2ncnc(N3CCN(c4ccccc4)CC3)c2N1Cc1ccc(Cl)cc1 (stereo not drawn)	1	-1	-4	9	3.2	4	-21	-3	0
CCn1nc(C)cc1C(=O)N1CCCC(Nc2ccc(F)c(F)c2)C1 (stereo not drawn)	1	-23	2	7	-0.5	-3	23	-2	-7
CCCCN(C=O)c1c(CC)nc2c(OCc3cccc(Cl)c3)cccn12	-3	-33	.	1	.	7	-14	-2	-9

Assay outcomes: PubChem BioAssay, several laboratories
